Growth percent in the NCI-60 one-dose screen (48 h, 10 µM unless noted): 100 = growth as untreated, 0 = no growth, -100 = all killed.
MDA-MB-231 = MDA-MB-231 breast cancer. 81,000 tested, 5% active
CCRF-CEM = CCRF-CEM leukemia; 77,000 tested, 7% active
MDA-MB-468 = MDA-MB-468 breast cancer | 78,000 tested, 8.5% active
MDA-MB-435 = MDA-MB-435 melanoma; 82,000 tested, 7.8% active
MOLT-4 = MOLT-4 leukemia cells. 80,000 tested, 6.9% active
RPMI-8226 = RPMI-8226 leukemia cells. 77,000 tested, 7.5% active
K-562 = K-562 leukemia | 78,000 tested, 7.4% active
SR = SR leukemia cells. 73,000 tested, 8.7% active. AID 1794780
* = called active by the depositor; · = no result given; & = joins results of further samples. The calls were made as follows: active = growth percent below 10; inactive = the rest.

SMILES	MDA-MB-231	CCRF-CEM	MDA-MB-468	MDA-MB-435	MOLT-4	RPMI-8226	K-562	SR
Cc1[nH]nc2c1C(c1cc(=O)oc3ccc(Cl)cc13)C(C#N)=C(N)O2 (configuration not stated)	94	96	80	94	99	98	107	81
COc1ccc2nc3cc(Cl)ccc3c(Nc3ccc(O)cc3)c2c1	84	24	46	96	9.5*	69	55	-22*
COc1ccc(C2CC(c3cc(OC)c(OC)c(OC)c3)=NO2)cc1OCCCCOc1cc2c(cc1OC)C(=O)N1CCC[C@H]1C=N2 (some centres not stated)	12	69	·	-58*	7.7*	17	35	-18*
O=C(NC(=S)Nc1ccc(-c2nc3ccccc3[nH]2)cc1)c1ccc2ccccc2c1	-19*	50	14	23	59	-6.2*	60	5.5*
CCCCOc1ccc(/C=C2/SC(N3CCOCC3)=NC2=O)cc1OCC	84	90	98	100	101	96	86	89
CC1CCCC(C)N1 (configuration not stated)	99&103&134	107&110	91&95&111	110&112&107	112&100&83	111&107	109&98	100&92&88
O=C1NN=CN2c3ccc(Cl)cc3CC(O)CC12 (configuration not stated)	108	99	99	114	92	99	89	105
COc1ccc(-c2csc(NC(=O)CSc3nc(N)cc(N)n3)n2)cc1	102	104	105	100	103	96	110	107
CCCCCCCCCCCCCCCCCCOc1ccccc1CC(=O)OCC[N+]1(C)CCCC1	5.0*	20	-24*	23	18	22	27	18
O=C(Cn1nc(-c2ccccc2)ccc1=O)N/N=C/c1ccc(N2CCOCC2)cc1	104	92	104	98	98	88	89	86
O=C(O)c1ccc(-n2cc(CNc3ccc(C(F)(F)F)cc3)c(-c3ccccc3)n2)cc1	102	91	102	91	76	77	81	84
Nc1nnc(-c2ccc(OCc3nnc(-c4ccc(Cl)cc4)o3)cc2)s1	88	95	86	100	95	·	103	89
O=C1CCC(N2Cc3c(CNC(=O)c4ccc(F)cc4)cccc3C2=O)C(=O)N1 (configuration not stated)	99	102	90	96	113	87	97	68
NC(=O)CN1C(=O)c2ccccc2C1=O	101	97	107	106	99	105	96	88
Cc1ccc(-c2nn(C)c(=O)c3ccccc23)cc1CO	105	97	104	106	91	97	104	95
CC1=CN2C(c3cccc([N+](=O)[O-])c3)=NON(c3ccc(C)cn3)C2C=C1 (configuration not stated)	93	90	84&111	92&109	114&87	80&99	109&95	·
OC1CCC(CC2CCCCC2)CC1 (configuration not stated)	115	104	112	105	115	112	·	·
CCN1C(=O)N(CC)C2SC(N/N=C/C=C/c3ccccc3OC)=NC21 (configuration not stated)	27	11	37	-17*	17	14	18	28
CCn1cc(/C=C2\Oc3cc(OCC#N)ccc3C2=O)c2cc(OC)ccc21	45	9.6*	20	-21*	13	15	·	19
CC(C)(C)c1cc(Br)c(O)c(CNc2ccccc2)c1	92	103	88	103	93	·	95	·
C[C@H]1[C@H](C)CC[C@]2(C(=O)O)CC[C@]3(C)C(=CC(=O)[C@@H]4[C@@]5(C)CCC(=O)C(C)(C)[C@@H]5CC[C@]43C)[C@H]12	98	90	94	103	91	92	89	·
c1cnc2[nH]cc(-c3nc(-c4ccsc4)cs3)c2c1	86	·	75	98	80	·	109	88
COc1ccc(-c2nc3sccn3c2-c2nc3c([nH]2)C(=O)c2ccccc2C3=O)cc1	96	80	95	96	76	75	85	77
O=C(CN1CCOCC1)NNc1ncnc2ccccc12	2.9*	14	56	92	75	91	0.4*	68
COc1ccc(NC(=O)C(C)Sc2nc3ccccc3c(=O)n2Cc2ccc(S(N)(=O)=O)cc2)cc1 (configuration not stated)	89	84	89	103	96	85	96	101
CSc1nc2c(c(=O)[nH]1)C1C(=C(c3ccc(Cl)cc3)N2)C(=O)N(Cc2ccccc2)c2ccccc21 (configuration not stated)	84	55	65	70	36	54	39	50
COc1ccc(-c2nc(SCCC(C)C)nc(N/N=C\c3ccccc3Cl)c2C#N)cc1	88	94	109	104	98	·	97	·
CC(C)CCC[C@@H](C)[C@H]1CC[C@H]2[C@@H]3CC[C@H]4C[C@]5(CC[C@]4(C)[C@H]3CC[C@]12C)Nc1ccccc1NC5=NC(C)(C)C	106	103	99	104	101	107	105	121
CCOC(=O)c1ccc2c(c1)NCc1cccc(OC)c1O2	80	99	97	105	134	96	130	109
CCCCC[n+]1ccc(SCC(=O)N(C)c2ccc(Oc3ccccc3)cc2)c2ccccc21	110	85	39	98	82	66	25	84

Reformatted with values under each structure: entries from further up.
Below each compound: MDA-MB-231 | CCRF-CEM | MDA-MB-468 | MDA-MB-435 | MOLT-4 | RPMI-8226 | K-562 | SR
- Cc1[nH]nc2c1C(c1cc(=O)oc3ccc(Cl)cc13)C(C#N)=C(N)O2 (configuration not stated)
    94 | 96 | 80 | 94 | 99 | 98 | 107 | 81
- COc1ccc2nc3cc(Cl)ccc3c(Nc3ccc(O)cc3)c2c1
    84 | 24 | 46 | 96 | 9.5* | 69 | 55 | -22*
- COc1ccc(C2CC(c3cc(OC)c(OC)c(OC)c3)=NO2)cc1OCCCCOc1cc2c(cc1OC)C(=O)N1CCC[C@H]1C=N2 (some centres not stated)
    12 | 69 | · | -58* | 7.7* | 17 | 35 | -18*
- O=C(NC(=S)Nc1ccc(-c2nc3ccccc3[nH]2)cc1)c1ccc2ccccc2c1
    -19* | 50 | 14 | 23 | 59 | -6.2* | 60 | 5.5*
- CCCCOc1ccc(/C=C2/SC(N3CCOCC3)=NC2=O)cc1OCC
    84 | 90 | 98 | 100 | 101 | 96 | 86 | 89
- CC1CCCC(C)N1 (configuration not stated)
    99&103&134 | 107&110 | 91&95&111 | 110&112&107 | 112&100&83 | 111&107 | 109&98 | 100&92&88
- O=C1NN=CN2c3ccc(Cl)cc3CC(O)CC12 (configuration not stated)
    108 | 99 | 99 | 114 | 92 | 99 | 89 | 105
- COc1ccc(-c2csc(NC(=O)CSc3nc(N)cc(N)n3)n2)cc1
    102 | 104 | 105 | 100 | 103 | 96 | 110 | 107
- CCCCCCCCCCCCCCCCCCOc1ccccc1CC(=O)OCC[N+]1(C)CCCC1
    5.0* | 20 | -24* | 23 | 18 | 22 | 27 | 18
- O=C(Cn1nc(-c2ccccc2)ccc1=O)N/N=C/c1ccc(N2CCOCC2)cc1
    104 | 92 | 104 | 98 | 98 | 88 | 89 | 86
- O=C(O)c1ccc(-n2cc(CNc3ccc(C(F)(F)F)cc3)c(-c3ccccc3)n2)cc1
    102 | 91 | 102 | 91 | 76 | 77 | 81 | 84
- Nc1nnc(-c2ccc(OCc3nnc(-c4ccc(Cl)cc4)o3)cc2)s1
    88 | 95 | 86 | 100 | 95 | · | 103 | 89
- O=C1CCC(N2Cc3c(CNC(=O)c4ccc(F)cc4)cccc3C2=O)C(=O)N1 (configuration not stated)
    99 | 102 | 90 | 96 | 113 | 87 | 97 | 68
- NC(=O)CN1C(=O)c2ccccc2C1=O
    101 | 97 | 107 | 106 | 99 | 105 | 96 | 88
- Cc1ccc(-c2nn(C)c(=O)c3ccccc23)cc1CO
    105 | 97 | 104 | 106 | 91 | 97 | 104 | 95
- CC1=CN2C(c3cccc([N+](=O)[O-])c3)=NON(c3ccc(C)cn3)C2C=C1 (configuration not stated)
    93 | 90 | 84&111 | 92&109 | 114&87 | 80&99 | 109&95 | ·
- OC1CCC(CC2CCCCC2)CC1 (configuration not stated)
    115 | 104 | 112 | 105 | 115 | 112 | · | ·

Going on with the list:
SMILES	MDA-MB-231	CCRF-CEM	MDA-MB-468	MDA-MB-435	MOLT-4	RPMI-8226	K-562	SR
O=S(=O)(O)c1ccc2c(N=Nc3ccccc3)c(O)ccc2c1	103	104	115	107	100	107	99	98
CC1(C)OC2OC(Cn3cc(COc4ccc5ccc(=O)oc5c4)nn3)C3OC(C)(C)OC3C2O1 (configuration not stated)	104	103	103	100	96	104	93	92
CCCN=C(N)Nc1ccc2cc3ccc(NC(N)=NCCC)cc3nc2c1	102	108	94	106	85	83	98	48
Cc1ccccc1NC(=O)c1cccc(NC(=O)CCl)c1	50	8.0*	-0.9*	73	30	26	28	16
Cn1nnnc1-c1ccc(N)cc1	106	100	117	100	92	103	·	88
Cc1ccc(C2=N[C@@H](C)C(=O)c3c(nc4ccccn34)N2)cc1	80	85	91	26	76	89	47	42
O=C(N=Nc1c(O)[nH]c2ccccc12)Nc1ccc(Br)cc1	110	-44*	70	90	90	67	79	77
CCC/C(=C\c1ccc(O)c(O)c1)C(=O)NC(Cc1ccccc1)C(=O)C(=O)NCc1ccccc1 (configuration not stated)	90	70	81	91	69	76	84	93
COc1ccc(N2CCN(Cc3cc(C(=O)/C=C/c4c[nH]c5ccccc45)ccc3O)CC2)cc1	103	96	100	105	95	95	101	·
N=c1nc(N)ncn1-c1ccccc1	96	85	113	107	109	98	94	97
COc1ccc(-c2nc3sccn3c2/C=C/C(=O)c2ccc[nH]2)cc1	84	80	78	98	81	35	55	55
CC(Cc1ccccc1)[N+](C)(C)C (configuration not stated)	97	112	86	103	103	102	107	109
COC(=O)c1ccccc1-n1cc([C@]2(OC(C)=O)CC[C@H]3[C@@H]4CCC5=CC(=O)CC[C@@H]5[C@H]4CC[C@@]32C)nn1	82	87	83	102	90	77	101	93
NC(=O)C1(Nc2ccc(Cl)cc2)CCCC1	118	79	97	105	87	103	·	81
Nc1cc(N)cc(C(=O)c2ccccc2)c1	89	86	80	112	104	97	115	111
COc1cc(CNc2oc(-c3ccccc3)c(-c3ccccc3)c2C#N)cc(CN2CCOCC2)c1O	102	78	105	108	70	97	59	79
OCC(O)C(Cl)CCl (configuration not stated)	·	102	96	96	90	107	98	·
CCCCC(CC)CCC(C)OC(=O)CCl (configuration not stated)	107	104	112	107	100	113	99	95
O=C(CSc1ccc(-c2nc3ccccc3[nH]2)cn1)N1CCN(c2ccccc2F)CC1	100	28	53	54	15	50	42	52
N#Cc1nc(-c2ccc(Cl)cc2)oc1N1CCCCC1	100	101	104	106	100	102	95	89
CC(=O)N1N=C(c2ccc(Nc3nc(Nc4ccc(F)cc4)nc(Nc4ccc(Cl)cc4)n3)cc2)CC1c1ccccc1 (configuration not stated)	87	80	120	88	63	29	67	74
CCCc1nc2c(C)cc(-c3nc4ccccc4n3C)cc2n1Cc1ccc(-c2ccccc2C(=O)O)cc1	91	77	107	96	73	81	·	78
O=C1/C(=C2\SC(=S)N(C3CC3)C2=O)SC(=S)N1C1CC1	101	105	89	103	103	102	103	105
COc1c(N[C@H]2C=C[C@@H](CO)C2)c(=O)c1=O	110	108	·	118	·	·	111	·
CSc1nnc2n(C)c(=O)c(C#N)c(-c3ccco3)n12	102	116	89	101	109	152	118	102
CC(C)CCSc1nc(NC2CC2)c(C#N)c(-c2ccccc2)n1	97	94	86	100	105	95	88	·
O=C(/C=C/c1ccc2c(c1)OCO2)c1ccc(Oc2ncnc3ccccc23)cc1	101	77	91	94	70	75	65	77
O=S(=O)(Nc1ccccc1Cl)c1ccccc1	96	93	93	101	94	105	101	89
O=C(O)CC(C(=O)O)N1C(=O)/C(=C/c2cn(-c3ccccc3)nc2-c2ccccc2)SC1=S (configuration not stated)	97	95	93	93	108	93	87	93
C=C1C(=O)O[C@H]2[C@H]1CC/C(COC(=O)c1ccc(Cl)nc1)=C\CC[C@@]1(C)O[C@@H]21	-2.6*	-32*	-25*	15	-29*	-30*	·	-13*
Cc1cccc(OCC(O)CN2CCN(c3ccccc3)CC2)c1 (configuration not stated)	90	111	189	113	95	114	107	·
c1ccc(-c2nc(-c3ccc4[nH]ncc4c3)[nH]c2-c2ccccc2)cc1	101	103	103	102	113	110	102	114
N#C/C(=C\c1cn[nH]c1-c1ccccc1)C(=O)Nc1sc2c(c1C#N)CCC2	98	99	103	101	98	95	101	81
COc1cc(/C=N/OC(=O)Nc2ccccc2)cc(OC)c1OC	93	98	105	124	100	94	107	90
COc1nccc2c(Nc3cnccn3)nc(N)nc12	88	101	104	104	95	·	104	91
Cc1ccc(S(=O)(=O)N(Cl)Cl)cc1	·	88	95	105	100	100	109	104
CC(C)Sc1nc(Nc2ccc(S(N)(=O)=O)cc2)c(C#N)c(-c2ccc(Cl)cc2)n1	103	104	115	113	100	106	97	85
Cn1c(=O)c2c(=O)c(C#N)c(-c3ccc(Cl)cc3)[nH]c2n(C)c1=O	83	46	·	100	61	39	48	55
CC1CCCc2c1nn(C(=O)/C=C(\N)c1ccccc1)c2N (configuration not stated)	80	33	99	78	40	46	28	·
CNc1ncn(-c2c(C)cccc2C)c(=O)n1	91	·	89	92	106	99	105	·
C/C(=N\NC(N)=O)C1=C(O)C(C(C)C)NC1=O (configuration not stated)	108	100	103	107	115	98	127	139
COc1cc(/C=N/NC(=O)Cn2c(C(C)C)nc3ccccc32)ccc1OCC(=O)NN	100	102	110	108	107	105	111	110
CN1C(=S)N(c2ccccc2)C2NC(=O)N(/N=C/C=C/c3ccccc3[N+](=O)[O-])C21 (configuration not stated)	92	76	64	14	81	90	43	39
COC(OC)/C(=N\NC(N)=O)c1ccccc1	109	84	·	118	107	98	121	103
CCN(CC)c1nc(SCc2ccccc2Cl)ncc1C	80	93	70	108	105	93	98	96
C=C1CCOC12c1cccc(OC)c1-c1cc(OC)c(OC)c(OC)c12 (configuration not stated)	106	118	95	100	101	111	101	100

Assay outcomes as filed in PubChem.
